# TR SRC2 fluor cs – alters Texas Red total fluorescence, flagging assay interference; TRb/SRC2 Texas Red total fluorescence interference; AID 1479; Potency, µM (highest dose often 106 µM), for inactives: at the highest dose fluorescence change, negative = quenching; actives 0.29% (n = 280,000); active means well fitted curve in either direction with a large enough effect; inconclusive means small, poorly fitted or top-dose-only effect
#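 Human TRβ ligand-binding domain (0.6 uM) and Texas Red SRC2 peptide (20 nM) in Tris buffer with 1 uM T3 and 5% DMSO were incubated with pinned compound for 5 hr at ambient temperature. Total fluorescence was computed as S + 2P (555/632 nm).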
# Tau FP inhib – tau fibrillization inhibition (FP); actives 0.39% (n = 280,000); Potency, µM (highest dose often 57.7 µM), for the others: top-dose activity, negative = inhibition, hits mostly inhibitors; P10636; AID 1468; K18 P301L tau heparin fibrillization, Alexa594 FP, 6 h; further: nearly all actives have a fitted effect of over 55% in size
# Target sequence (P10636 561-689 P618L limits assumed): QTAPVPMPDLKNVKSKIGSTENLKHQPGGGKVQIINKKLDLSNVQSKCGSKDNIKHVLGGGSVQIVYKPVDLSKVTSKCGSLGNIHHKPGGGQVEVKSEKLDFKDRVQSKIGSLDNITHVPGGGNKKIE
#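 FP of Alexa 594-tau after heparin (20 uM) induction. Substrate: human K18 P301L, 15 uM unlabeled, 0.24 uM labeled. Buffer 100 mM sodium acetate pH 7. 6 hr, 37 C.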
# TRb SRC2 PPI – inhibitors of human thyroid hormone receptor beta-SRC2 interaction; TRbeta-SRC2 peptide binding, fluorescence polarization; receptor liganded with 1 µM T3; Potency, µM (highest dose often 106 µM), without a hit: at the highest dose activity change, negative = inhibition, usual class: inhibitors; actives 0.065% (n = 280,000); P10828;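 further: plate controls were bound peptide for no effect and peptide without receptor for full effect; nearly all actives have a fitted effect of over 50% in size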
# Target sequence (P10828 whole entry, looked up): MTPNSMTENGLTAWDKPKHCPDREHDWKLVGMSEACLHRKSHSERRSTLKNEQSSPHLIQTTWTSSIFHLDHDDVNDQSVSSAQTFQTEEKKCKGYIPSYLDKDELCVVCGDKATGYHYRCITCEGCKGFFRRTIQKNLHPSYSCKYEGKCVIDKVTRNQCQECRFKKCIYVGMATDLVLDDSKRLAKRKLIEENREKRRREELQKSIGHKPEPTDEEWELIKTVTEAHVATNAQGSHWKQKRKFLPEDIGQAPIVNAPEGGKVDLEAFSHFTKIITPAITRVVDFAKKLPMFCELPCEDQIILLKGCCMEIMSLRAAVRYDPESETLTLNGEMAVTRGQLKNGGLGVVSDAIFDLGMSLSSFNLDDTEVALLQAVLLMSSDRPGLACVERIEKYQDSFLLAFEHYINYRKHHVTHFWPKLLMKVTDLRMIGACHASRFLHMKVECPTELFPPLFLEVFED
#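 Fluorescence polarization of 20 nM Texas Red SRC2 peptide with 0.6 uM human TRb ligand-binding domain, in Tris buffer with 1uM T3 and 5% DMSO. Incubated 5 hr ambient; normalized to unbound and bound controls.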
# Tau ThT inhib – blocks human tau fibril formation measured by thioflavin T; Potency, µM (series often up to 57.4 µM), for the others: at the top dose activity, negative = inhibition, most hits filed as inhibitors; AID 1460; P10636; recombinant tau K18 P301L, heparin-induced fibrillization, ThT fluorescence; actives 2.1% (n = 270,000); further: nearly all actives have a fitted effect of over 55% in size
#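 K18 P301L tau (15 uM + 0.24 uM Alexa 594-tagged), heparin 20 uM, NaOAc pH 7, 6 h 37 C; ThT 30 uM, 1 h RT, ex 450/em 510 nm.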
# ALDH1A1 inh – ALDH1A1 (human) enzyme inhibition. P00352. Purified ALDH1A1, NADH fluorescence, propionaldehyde substrate. Potency, µM (highest dose often 75.3 µM), inactives show top-dose activity, negative = inhibition, actives largely listed as inhibitors. actives 7.3% (n = 220,000). AID 1030; active means well fitted inhibition curve with a large enough effect, not every such curve was filed as active; inconclusive means small, poorly fitted or top-dose-only effect, or another doubt; inactive means no such curve, though single readings can be large or run the other way;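 further: plate controls were no enzyme wells and a reference inhibitor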
# Tau fluor counter – counter-screen for tau fibril formation inhibitors. Potency, µM (doses to about 57.7 µM), inactives show at the highest dose activity change, negative = decrease. tau K18 P301L (four-repeat tau fragment) Alexa594 fluorescence, heparin fibrillization. AID 1463. actives 0.93% (n = 280,000); further: nearly all actives have a fitted effect of over 55% in size
#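 Human K18 P301L tau (15 uM unlabeled plus 0.24 uM Alexa 594-labeled, final) in 100 mM sodium acetate pH 7 was mixed with compound and 20 uM heparin and incubated 6 hr at 37 C.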
# GLA spleen mod – inhibitors or activators of human alpha-galactosidase in spleen homogenate; P06280; human spleen homogenate, 4MU-alpha-Gal fluorescence, 40 min; Potency, µM (titrated, usually from 80 µM), inactives show at the highest dose activity change, negative = inhibition, actives largely listed as inhibitors; actives 0.008% (n = 240,000);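 further: 0% = enzyme with vehicle and -100% = no enzyme basal signal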
# Target sequence (P06280 32-429 limits assumed): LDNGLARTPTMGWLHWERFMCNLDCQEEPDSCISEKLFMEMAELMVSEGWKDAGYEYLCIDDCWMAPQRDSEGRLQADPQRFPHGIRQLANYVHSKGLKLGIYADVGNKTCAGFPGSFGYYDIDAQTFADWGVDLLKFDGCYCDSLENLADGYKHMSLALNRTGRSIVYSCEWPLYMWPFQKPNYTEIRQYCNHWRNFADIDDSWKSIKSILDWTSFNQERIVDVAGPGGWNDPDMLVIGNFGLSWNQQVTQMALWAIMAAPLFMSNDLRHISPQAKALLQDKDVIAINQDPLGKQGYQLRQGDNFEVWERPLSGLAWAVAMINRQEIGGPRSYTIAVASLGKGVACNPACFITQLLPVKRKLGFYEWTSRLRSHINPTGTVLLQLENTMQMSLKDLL
#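 Inhibition or activation of alpha-galactosidase in human spleen homogenate is scored by 4-MU fluorescence after 40 min at 37C, pH 5.0, with 1 mM substrate. AC50s come from concentration-response fitted to the Hill equation.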
# L3MBTL1 block – L3MBTL1 (human) inhibition; Potency, µM (series often up to 57.1 µM), without a hit: top-dose activity, negative = inhibition, most hits filed as inhibitors; Q9Y468; actives 0.66% (n = 230,000); AlphaScreen L3MBTL1–H3K9me1 peptide binding; further: nearly all actives have a fitted effect of over 60% in size
#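 Displacement of a biotinylated histone H3(1-15) peptide monomethylated at Lys9 (75 nM) from L3MBTL1 (50 nM) was measured by AlphaScreen after a 30 min room-temperature compound incubation; cefsulodin titration served as intraplate control.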
# Active calls of the source: *; ? = inconclusive; nt = no result given; & = joins results of further samples; [ ] = remark or other dose. Unless noted, the call rests on the fitted dose curve; in most records, active means well fitted curve in the direction sought with a large enough effect; inconclusive means small, poorly fitted or top-dose-only effect, or another doubt; inactive means no such curve, though single readings can be large; an effect the other way counts as inactive or inconclusive. Unless noted, on the % scale 0 is the no-effect control and ±100 the full control effect; potency means the concentration at half of the fitted maximal effect.
# Values in the order: L3MBTL1 block	TRb SRC2 PPI	Tau fluor counter	ALDH1A1 inh	Tau ThT inhib	GLA spleen mod	Tau FP inhib	TR SRC2 fluor cs
- Cc1ccc(S(=O)(=O)N2CCN(C(=O)CSc3nnnn3C)CC2)c(C)c1
    -9%	2%	-2%	25µM*	0%	0%	9%	-4%
- COc1ccc(C2=NN(c3nc(-c4ccccc4)c(CC(=O)O)s3)C(c3ccco3)C2)cc1 (stereo unspecified)
    32µM*	5%	-24%	?	?	17%	1%	2%
- COc1cc(NC(=O)c2cnc(N)s2)cc(C(=O)Nc2cccc(C(F)(F)F)c2)c1
    nt	-7%	-29%	nt	0%	4%	?	0%
- CC(=O)SCC(C)C(=O)NCc1ccccc1 (stereo unspecified)
    nt	-7%	-1%	13%	-9%	9%	11%	-1%
- COc1ccccc1OCC(=O)N/N=C1/C=C(C)CC1
    nt	-6%	-1%	-11%	6%	6%	0%	-1%
- COc1ccc(CNC(=O)Cn2cccc2C(=O)c2ccccc2C)cc1
    nt	11%	-11%	nt	-4%	nt	-4%	-1%
- CNc1nc(-c2ccccn2)nnc1-c1ccccc1
    nt	1%	0%	-2%	-7%	-2%	-1%	-5%
- Cn1cnnc1SC1c2cccc3cccc(c23)C1NS(=O)(=O)c1ccccc1 (stereo unspecified)
    -10%	5%	3%	?	4%	13%	4%	-2%
- CCOc1ccccc1OCCCC(=O)Nc1nc2ccccc2[nH]1
    3%	0%	-15%	3%	-10%	0%	-4%	-6%
- CC(C)(C)NC1=CC(=O)OC12CCCCC2
    -1%	0%	-2%	-12%	-7%	16%	6%	-3%
- COc1ccc(-c2ncncc2-c2csc(C)n2)c(O)c1OC
    nt	-15%	-9%	10%	-13%	-4%	-1%	-1%
- CCOc1ncccc1C(=O)N1CCN(c2cc(Cl)ccc2C)CC1
    nt	-3%	-8%	-4%	?	-3%	-8%	-1%
- CCOC(=O)c1c(/N=C/C2C(=O)CC(C)(C)CC2=O)sc(C)c1C
    11%	1%	-8%	2.2µM*	-8%	-7%	1%	-5%
- O=C(CSc1ccccn1)NCc1ccc2c(c1)OCO2
    1%	-12%	0%	-2%	-7%	-2%	-1%	-1%
- CCOc1ccc(NS(=O)(=O)c2ccc(NC(=S)NC(=O)CC(C)C)cc2)cc1
    nt	5%	?	?	-11%	-8%	?	0%
- COc1cccc(CSc2nc3ccncc3n2CC(=O)Nc2ccc(OC)c(OC)c2OC)c1
    nt	5%	?	nt	-13%	nt	3%	-1%
- Cc1c(C(=O)O)oc2c1C(O)CC(C)(C)C2 (stereo unspecified)
    0%&7%	0%&-4%	2%&0%	8%&13%	-7%&7%	9%&7%	6%&-4%	-6%&-3%
- O=C(Nc1cccc(F)c1)c1sc(Cl)nc1-c1ccccc1
    2%	4%[53 µM]	-18%	-5%	0%	-2%	-11%	0%[53 µM]
- C[C@@H]1NC(=O)[C@H](CCCN=C(N)N)NC(=O)c2cc([N+](=O)[O-])cc(I)c2NCCC[C@@H](C(N)=O)NC1=O
    3%	7%	-7%	-12%	-3%	-2%	5%	2%
- CCNc1nc(NC(C)C)nc(Oc2ccc(OCCOc3ccc(C)cc3)nn2)n1
    -1%	1%	-13%	-3%	-16%	-1%	3%	-1%
- O=C(CSc1nnc(COc2ccccc2F)n1-c1ccccc1)NC1CCS(=O)(=O)C1 (stereo unspecified)
    5%	0%	-9%	-2%	-7%	0%	1%	-2%
- N#CCCN(C(=O)CSc1nc(-c2ccccc2)cn1N)c1ccc(F)cc1
    nt	-1%	-8%	-6%	-6%	-3%	0%	-2%
- CCc1nc(NC(=O)NS(=O)(=O)c2ccccc2C(=O)OC)nc(OC)n1
    nt	-6%	-9%	2%	0%	4%	-1%	-1%
- CCOc1ccc2[nH]c(=O)c(CN(Cc3cccs3)Cc3nnnn3C(C)(C)CC)cc2c1
    -4%	-2%	-17%	?	-13%	3%	4%	-3%
- O=C(COC(=O)C(c1ccccc1)c1ccccc1)NCc1ccco1
    -19%	-7%	-8%	?	-4%	-5%	4%	0%
- O=C(CN1CCCN(Cc2cccc(F)c2)S1(=O)=O)Nc1ccc2c(c1)OCCO2
    nt	4%	-6%	nt	7%	nt	0%	0%
- COc1ccc(NC(=O)c2ccccc2-c2ccccc2)cc1
    0%	-2%	2%	-2%	2%	2%	3%	1%
- CCn1c(=NC(=O)CSCC(=O)Nc2nccs2)sc2ccccc21
    nt	-2%	-13%	0%	-19%	5%	2%	1%
- COc1ccc2c(c1)oc(=O)c1ccccc12
    35%[activator]	-2%	-8%	?	?	10%	-13%	1%
- Cc1ccc2c(CSc3nncn3C)cc(=O)oc2c1C
    -1%	5%	-1%	2%	-7%	-6%	5%	-4%

# A different layout for part of the listing above.
structure	L3MBTL1 block	TRb SRC2 PPI	Tau fluor counter	ALDH1A1 inh	Tau ThT inhib	GLA spleen mod	Tau FP inhib	TR SRC2 fluor cs
C[C@@H]1NC(=O)[C@H](CCCN=C(N)N)NC(=O)c2cc([N+](=O)[O-])cc(I)c2NCCC[C@@H](C(N)=O)NC1=O	3%	7%	-7%	-12%	-3%	-2%	5%	2%
CCNc1nc(NC(C)C)nc(Oc2ccc(OCCOc3ccc(C)cc3)nn2)n1	-1%	1%	-13%	-3%	-16%	-1%	3%	-1%
O=C(CSc1nnc(COc2ccccc2F)n1-c1ccccc1)NC1CCS(=O)(=O)C1 (stereo unspecified)	5%	0%	-9%	-2%	-7%	0%	1%	-2%
N#CCCN(C(=O)CSc1nc(-c2ccccc2)cn1N)c1ccc(F)cc1	nt	-1%	-8%	-6%	-6%	-3%	0%	-2%
CCc1nc(NC(=O)NS(=O)(=O)c2ccccc2C(=O)OC)nc(OC)n1	nt	-6%	-9%	2%	0%	4%	-1%	-1%
CCOc1ccc2[nH]c(=O)c(CN(Cc3cccs3)Cc3nnnn3C(C)(C)CC)cc2c1	-4%	-2%	-17%	?	-13%	3%	4%	-3%
O=C(COC(=O)C(c1ccccc1)c1ccccc1)NCc1ccco1	-19%	-7%	-8%	?	-4%	-5%	4%	0%
O=C(CN1CCCN(Cc2cccc(F)c2)S1(=O)=O)Nc1ccc2c(c1)OCCO2	nt	4%	-6%	nt	7%	nt	0%	0%
COc1ccc(NC(=O)c2ccccc2-c2ccccc2)cc1	0%	-2%	2%	-2%	2%	2%	3%	1%
CCn1c(=NC(=O)CSCC(=O)Nc2nccs2)sc2ccccc21	nt	-2%	-13%	0%	-19%	5%	2%	1%
COc1ccc2c(c1)oc(=O)c1ccccc12	35%[activator]	-2%	-8%	?	?	10%	-13%	1%
Cc1ccc2c(CSc3nncn3C)cc(=O)oc2c1C	-1%	5%	-1%	2%	-7%	-6%	5%	-4%

# The listing continues:
# Values in the order: L3MBTL1 block	TRb SRC2 PPI	Tau fluor counter	ALDH1A1 inh	Tau ThT inhib	GLA spleen mod	Tau FP inhib	TR SRC2 fluor cs
- CCOC(=O)c1ccc(N=c2ssnc2Cl)cc1
    nt	2%	-18%	2µM*	28µM*	5%	?	-4%
- COc1ccc(CC(=O)N2N=C(c3ccncc3)CC2(O)C(F)(F)F)cc1 (stereo unspecified)
    0%	0%	5%	15%	8%	-4%	1%	0%
- Oc1c(CN2CCOCC2)cc(-c2ccccc2)cc1CN1CCOCC1
    -5%	-2%	2%	3%	-2%	-4%	-2%	0%
- CCOC(=O)c1cccc(NC(=O)c2cc3cc4cc(OC)ccc4nc3s2)c1
    nt	-3%	-18%	nt	-9%	nt	?	-2%
- NC(=O)c1c(NC(=O)CSc2nnc(-c3ccccc3)n2CC2CCCO2)sc2c1CCC2 (stereo unspecified)
    -15%	0%	1%	28µM*	-11%	4%	-12%	2%
- O=C(Nc1nc2ccccc2s1)c1cccc(S(=O)(=O)N2CCc3ccccc32)c1
    nt	6%	?	nt	3%	7%	?	-3%
- O=C(COC(=O)c1cccc([N+](=O)[O-])c1)NCc1ccc2c(c1)OCO2
    10%	4%	-9%	-13%	-5%	-13%	-9%	-1%
- Cn1ncc2c(NNC(=O)C3CCCCC3)ncnc21
    nt	0%	-3%	5%	-1%	-5%	2%	2%
- NCCCC[C@H]1NC(=O)[C@H](CCC(=O)O)NC(=O)c2cc([N+](=O)[O-])cc(I)c2OCC[C@@H](C(N)=O)NC1=O
    -8%	2%	4%	?	0%	-12%	5%	-2%
- CC(=O)c1ccc(N2CCN(S(=O)(=O)c3cc(-c4noc(C)n4)ccc3C)CC2)cc1
    nt	-17%	-7%	nt	-1%	nt	7%	?
- CCCCOC(=O)Nc1nnc(-c2ccccc2OC)s1
    2%	-1%	-1%	-6%	0%	2%	-1%	-1%
- CC(C)CNS(=O)(=O)c1cc(C(=O)OCC(=O)N(C)C2CCS(=O)(=O)C2)c(Cl)cc1Cl (stereo unspecified)
    nt	0%	-1%	nt	nt	4%	3%	-3%
- O=C(NCc1cccs1)c1cc2ccccc2o1
    0%	-2%	1%	-3%	-2%	-6%	9%	0%
- Cc1nnc(SCc2nnc(-c3cccs3)o2)n1Cc1ccccc1
    2%	5%	4%	13µM*	4%	-3%	-2%	-1%
- COC(=O)CSc1nnc(CNC(=O)c2cccs2)n1-c1cc(OC)ccc1OC
    10%	-1%	-15%	20µM*	?	7%	1%	-6%
- Cc1cc2[nH]ncc2cc1NC(=S)NC(=O)c1ccccc1
    -6%	9%	-16%	?	?	2%	-2%	0%
- c1ccc(Nc2nc(-c3ccncc3)nc3ccccc23)cc1
    15%	-16%	-14%	?	-6%	3%	-14%	0%
